HP1b chromo inh: HP1-beta chromodomain-methylated histone interaction inhibition; P83916; AlphaScreen HP1-beta / biotin-H3K9me3 peptide binding; Potency, µM (top dose mostly 114 µM), for inactives: at the top dose activity change, negative = inhibition, actives largely listed as inhibitors; 390,000 tested, 0.56% active; AID 540317; also: potency is read from the fitted curve at half-maximal effect; nearly all actives have a fitted effect of over 70% in size; inactives centre near 23
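HP1-beta protein (50 nM final) preincubated 30 min at room temperature with biotinylated H3(1-18)K9me3 peptide (50 nM) in PBS pH 7.4, 0.01% Tween-20, then compound added for 30 min. AlphaScreen streptavidin donor/nickel chelate acceptor beads (10 ug/mL final), 30 min dark, luminescence read.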
GLS inhibitor: inhibitors of human glutaminase (GLS); GLS enzymatic activity, qHTS titration; Potency, µM (titrated, usually from 45.5 µM), without a hit: top-dose activity change, negative = inhibition, actives largely listed as inhibitors; 410,000 tested, 0.21% active; AID 624170; also: potency is read from the fitted curve at half-maximal effect; % is scaled to controls: 0 for no effect and ±100 for the full control effect
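Compounds were pin-transferred onto hKGA, after which L-glutamine (1 mM solution) and a detection mix of glutamate oxidase, HRP and Amplex Red were added. Initial and 30 min RT fluorescence reads were collected.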
JMJD2A Tudor inh: JMJD2A Tudor domain (human) inhibition | O75164 | AlphaScreen JMJD2A-Tudor / H3K4me3 peptide binding | Potency, µM (doses to about 114 µM), without a hit: at the highest dose activity change, negative = inhibition, most hits filed as inhibitors | 390,000 tested, 4.4% active | AID 504339; also: potency is read from the fitted curve at half-maximal effect; % is scaled to controls: 0 for no effect and ±100 for the full control effect; nearly all actives have a fitted effect of over 50% in size
RGS4 inhibitor: inhibitors of human regulator of G protein signaling 4; P49798; Transcreener GDP fluorescence polarization, RGS4-accelerated GTP hydrolysis; Potency, µM (doses to about 114 µM), for the others: top-dose activity change, negative = inhibition, hits mostly inhibitors; 390,000 tested, 0.039% active; also: potency is read from the fitted curve at half-maximal effect; % is scaled to controls: 0 for no effect and ±100 for the full control effect; nearly all actives have a fitted effect of over 75% in size; some results filed as inactive show a strong effect at the top dose
Target sequence (P49798 whole entry, looked up): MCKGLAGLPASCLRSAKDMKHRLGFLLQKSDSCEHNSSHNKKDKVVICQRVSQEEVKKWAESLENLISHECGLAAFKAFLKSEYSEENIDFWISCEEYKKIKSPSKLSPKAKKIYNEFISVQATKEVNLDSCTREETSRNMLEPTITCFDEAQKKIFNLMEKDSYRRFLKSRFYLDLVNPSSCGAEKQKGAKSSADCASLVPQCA
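MLSMR compounds (23 nl, pin-transferred) preincubated 10 min at room temperature with a 500nM (2x) first reagent, then RGS4 at 900nM (2x) plus Transcreener GDP mix added; fluorescence polarization (620/688 nm) read before and after 90 min at 30 °C.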
ALOX12 inh: ALOX12 (human) lipoxygenase inhibition | 580,000 tested, 1.1% active | P18054 | AID 1671190 | purified 12hLO, xylenol orange hydroperoxide absorbance | Potency, µM (series often up to 108 µM), without a hit: at the highest dose activity change, negative = inhibition, most hits filed as inhibitors; also: potency is read from the fitted curve at half-maximal effect; % is scaled to controls: 0 for no effect and ±100 for the full control effect
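Purified human 12hLO (150 nM final) in 25 mM Hepes, 0.01% Triton X-100, pH 7.0 was preincubated 15 min at room temperature with compound. Then 40 uM arachidonic acid was added, 30 min. Hydroperoxide was read by Fe-XO absorbance ratio 573/405 nm.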
PI4K2A inh: PI4K2A (human) kinase inhibition. Q9BTU6. purified PI4K2A, ADP-Glo luminescence, 1 h; stronger effect = lower value. activity change, negative = inhibition, % at 76.9 µM. 420,000 tested, 0.13% active. AID 1346378; in the data active = activity change below about -50%; inconclusive = mostly about -30% to -49%;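 also: -100% = wells without enzyme as full effect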
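PI4K2A activity was measured by ADP-Glo luminescence: enzyme (4 ug/mL stock) and phosphatidylinositol (1.2 mM stock) in Tris pH 7.5/MgCl2/EGTA/Triton X-100 buffer were reacted with ATP (300 microM stock) for one hour at ambient temperature.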
ERG Ets-DNA blk: inhibitors of human ERG Ets domain-DNA interaction; P11308; fluorescence polarization, His-ERG Ets domain / labelled DNA; Potency, µM (titrated, usually from 76.9 µM), inactives show at the highest dose FP activity, negative = inhibition, usual class: inhibitors; 370,000 tested, 0.028% active; AID 624246; active = well fitted inhibition curve with a large enough effect in the polarisation, with a control signal flat; inconclusive = small, poorly fitted or top-dose-only effect, or effect the other way, or a change in a side signal; inactive = no such curve, though single readings can be large or run the other way; the % refers to the polarisation;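 also: polarization taken with two DNA probes labelled with fluorescein and Texas red; potency is read from the fitted curve at half-maximal effect; % of control where 0% means no effect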
Target sequence (P11308 whole entry, looked up, the tested form may be a part): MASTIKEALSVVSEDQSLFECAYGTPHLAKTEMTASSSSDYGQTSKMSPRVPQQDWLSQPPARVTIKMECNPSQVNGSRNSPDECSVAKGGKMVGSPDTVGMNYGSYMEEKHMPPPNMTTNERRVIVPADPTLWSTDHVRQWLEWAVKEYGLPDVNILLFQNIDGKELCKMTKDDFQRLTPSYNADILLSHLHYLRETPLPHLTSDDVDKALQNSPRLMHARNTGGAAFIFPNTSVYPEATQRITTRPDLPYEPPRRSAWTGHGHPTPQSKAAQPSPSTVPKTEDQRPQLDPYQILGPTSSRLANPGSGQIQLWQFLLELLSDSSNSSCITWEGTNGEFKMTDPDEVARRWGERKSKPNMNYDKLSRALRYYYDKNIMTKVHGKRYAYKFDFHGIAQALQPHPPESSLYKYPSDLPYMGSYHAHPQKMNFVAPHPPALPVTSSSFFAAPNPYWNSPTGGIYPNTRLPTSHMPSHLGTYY
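His-tagged ERG Ets domain (1 uM in the protein solution; 300mM KCl, 50mM Tris-HCl, 1mM EDTA, 1mM DTT, pH 7.5) received compound, then a probe mix of 5 nM fluorescein-DNA and 100nM Texas-615-DNA. Fluorescence polarization was read for both dyes.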
G9a inh: G9a (human) methyltransferase inhibition; Q96KQ7; G9a H3K9 monomethylation, AlphaScreen, 2 h; Potency, µM (top dose mostly 102 µM), for the others: top-dose activity, negative = inhibition, most hits filed as inhibitors; 350,000 tested, 8.8% active; also: potency is read from the fitted curve at half-maximal effect; % is scaled to controls: 0 for no effect and ±100 for the full control effect; nearly all actives have a fitted effect of over 75% in size
Target sequence (Q96KQ7 913-1193 limits assumed): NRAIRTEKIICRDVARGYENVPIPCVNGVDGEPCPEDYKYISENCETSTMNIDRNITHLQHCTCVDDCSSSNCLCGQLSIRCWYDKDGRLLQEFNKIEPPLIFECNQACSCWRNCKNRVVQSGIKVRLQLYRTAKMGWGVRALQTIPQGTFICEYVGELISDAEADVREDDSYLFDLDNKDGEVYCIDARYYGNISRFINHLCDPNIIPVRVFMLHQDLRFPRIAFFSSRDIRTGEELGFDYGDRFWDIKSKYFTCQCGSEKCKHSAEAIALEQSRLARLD
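AlphaScreen detection with an anti-monomethyl H3K9 antibody quantified product after a 2 h room-temperature reaction containing 500 nM biotinylated H3K9 peptide, 20 µM SAM and 20 nM enzyme, which had been preincubated 15 min with compound.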
BAZ2B block: inhibitors of human BAZ2B bromodomain | Q9UIF8 | AlphaScreen BAZ2B-H3K14Ac peptide displacement | Potency, µM (highest dose often 114 µM), inactives show top-dose activity change, negative = inhibition, most hits filed as inhibitors | 360,000 tested, 4.4% active | AID 504333; also: potency is read from the fitted curve at half-maximal effect; % is scaled to controls: 0 for no effect and ±100 for the full control effect; nearly all actives have a fitted effect of over 60% in size
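AlphaScreen luminescence quantifies BAZ2B engagement of H3K14Ac peptide; the protein and biotinylated peptide are both at 50 nM final, buffer PBS pH 7.4 with 0.01% Tween-20, all steps at room temperature.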
An asterisk follows results filed as active; u = inconclusive; x = not tested or not shown; [ ] = dose if it differs, or a comment. Unless noted, calls follow the shape of the dose curve; as a rule, active = well fitted curve in the direction sought with a large enough effect; inconclusive = small, poorly fitted or top-dose-only effect, or another doubt; inactive = no such curve, though single readings can be large; an effect the other way counts as inactive or inconclusive. Only part of the results is shown (hit frequency here may not be typical).

HP1b chromo inh	GLS inhibitor	JMJD2A Tudor inh	RGS4 inhibitor	ALOX12 inh	PI4K2A inh	ERG Ets-DNA blk	G9a inh	BAZ2B block	SMILES
-2%	1%	u	-6%	18%	-4	-10%	-5%[12.7 µM]	u	Cc1c(CCC(=O)NCCCn2ccnc2)c(=O)oc2cc3oc4c(c3cc12)CCCC4
20%	-8%	9%	-36%	-14%	6	0%	-44%	-18%	CC(C)c1nnc(NC(=O)c2ccc3c(c2)OCO3)s1
41%[activator]	-2%	-11%[57.1 µM]	-5%[56.9 µM]	70%[activator]	-2	0%	u	4%	O=C(NCCNC(=O)c1cccs1)c1ccco1
39%	0%	-18%	-10%	0%	-1	-2%	12%[59 µM]	-10%	CCOCCOCCC(C(=O)O)P(=O)(c1ccccc1)c1ccccc1 (configuration not stated)
u	-22%	40µM*	u	u	-10	1%	8.9µM*	-27%	CN(C)S(=O)(=O)c1cccc(-c2nnc(SCc3cc(Cl)cc4c3OCOC4)n2N)c1
20%	0%	45µM*	6%	x	-2	2%	x	x	C/C(=N/NC(=O)c1ccc(C(C)(C)C)cc1)c1ccccn1
28%	1%	-6%	u	0%	1	3%	14%	-5%	N#CCCC1CCCC=C1N(Cc1ccccc1)C(=O)C(Cl)Cl (configuration not stated)
58%[activator]	-17%	-4%	-20%	-41%	1	4%	x	u	O=C(c1cc2cc([N+](=O)[O-])ccc2oc1=O)N1CCOCC1
22%	-14%	-1%	-22%	-12%	5	-3%	-7%[59 µM]	6%	CC(=O)Nc1nnc(SCC(=O)c2ccc3c(c2)Cc2ccccc2-3)s1
32%	-12%	0%	-8%	1%	4	0%	-23%	-14%	O=C(O)c1c[nH]c(=O)c2ccccc12
67%[activator]	-4%	-11%	-11%	0%	1	-14%	0%[59 µM]	7%	Cc1cccc2cc(CN(Cc3nnnn3C3CCCCC3)C3CCCC3)c3nnnn3c12
-18%	0%	-16%	15%	-7%	3	3%	10%	0%	CC1CCN(C(=O)Cn2ncc3c4ccccc4n(C)c3c2=O)CC1
27%	4%	-12%	31%	-10%	-2	-1%	3%[12.7 µM]	6%	COc1ccc(C(CNC(=O)c2cccc(S(=O)(=O)N3CCCCC3)c2)N2CCCC2)cc1 (configuration not stated)
18%	-18%	-11%	7%	18%	11	-11%	18%[59 µM]	8%	C/C(CC(=O)Nc1cccc(C(F)(F)F)c1)=N\NC(=O)c1cnccn1
35%	4%	-9%	34%	162%[activator]	-3	-4%	16%[59 µM]	0%	COc1cccc(NC(=O)CN(C)C(=O)CCNC(=O)c2ccccc2Cl)c1
19%	4%	-20%	6%	0%	0	7%	x	x	CN(C(=O)c1cccc(NC(=O)Cc2cccc(NC(=O)C3CCCN(C(=O)CCc4ccccc4)C3)c2)c1)C1CCC1 (configuration not stated)
22%	7%	-20%	-3%	u	-2	6%	5%[12.7 µM]	9%	C=C1CCC2[C@](C)(CO)[C@H](O)CC[C@@]2(C)[C@@H]1/C=C/C1=CCOC1=O (some centres not stated)
32%	4%	2%	-6%	0%	1	1%	-31%	2%	CCCCN1C(=O)CC(N2CCOCC2)C1=O (configuration not stated)
10%	8%	-20%	-47%	u	-6	0%	-2%[59 µM]	-33%	COc1ccc(C2C(C#N)=C(N)Oc3cc(N)ccc32)cc1OC (configuration not stated)
11%	9%	-10%	7%	-1%	0	x	6%[12.7 µM]	10%	CCOC(=O)N1CCN(C(=O)c2csc3c2CCCCC3)CC1

Looked up above:
CN(C(=O)c1cccc(NC(=O)Cc2cccc(NC(=O)C3CCCN(C(=O)CCc4ccccc4)C3)c2)c1)C1CCC1 (configuration not stated) – RGS4 inhibitor = 6%
CN(C)S(=O)(=O)c1cccc(-c2nnc(SCc3cc(Cl)cc4c3OCOC4)n2N)c1 – JMJD2A Tudor inh = 40µM*

Next section.
HP1b chromo inh	GLS inhibitor	JMJD2A Tudor inh	RGS4 inhibitor	ALOX12 inh	PI4K2A inh	ERG Ets-DNA blk	G9a inh	BAZ2B block	SMILES
30%	-7%	8%	-52%	u	3	-7%	4.5µM*	-18%	S=c1ccc2ccccc2[nH]1
38%	0%	-11%	15%	-12%	2	5%	x	x	CCCCN1CC[C@H]2C=CC[C@@H](C(=O)Nc3ccc(Cl)c(C(F)(F)F)c3)[C@H]2C1=O
33%	-1%	-27%	-13%	-10%	0	7%	-24%	-9%	C/C(=N/Nc1ncc(Br)cn1)c1ccc([N+](=O)[O-])cc1
24%	-6%	5%	-18%	-7%	2	-3%	76%[activator]	4%	O=C(Nc1ccccc1F)NC1CCCCCCC1
44%[activator]	19%	-4%	16%	-14%	0	x	21%[59 µM]	0%	Cc1ccc(-c2onc3ccc(Cl)cc23)cc1
2%	1%	-12%	8%	-8%	-4	0%	-4%[59 µM]	-13%	O=C(NCC(c1cccnc1)N1CCN(c2ccccc2F)CC1)c1ccc(F)cc1 (configuration not stated)
26%	6%	-2%	-5%	3%	-2	-6%	15%	-20%	O=C(Nc1cccc(F)c1)Nc1ccnn1C1CCN(C(=O)c2ccccn2)CC1
u	12%	79µM*	-11%	x	-12	-2%	1.3µM*	32µM*	Oc1ccc(CNc2ccccc2)c2cccnc12
10%	-3%	u	-26%	x	-2	8%	-16%	0%	c1ccc(CN2CCN(CCCNc3ccc4nnc(-c5ccccc5)n4n3)CC2)cc1
15%	u	-9%	-7%	-1%	17	2%	-5%[12.7 µM]	8%	CN(C(=O)CN1C(=O)NC(C)(c2cccc(Br)c2)C1=O)C1CCCCC1 (configuration not stated)
25%	-9%	-16%	-6%	-7%	-1	1%	-6%[12.7 µM]	-4%	Cc1cc(C(C)(C)C)oc1C(=O)N1CCN(C(=O)c2oc(C(C)(C)C)cc2C)CC1
15%	1%	-24%	-14%	u	-14	0%	-8%[59 µM]	-13%	COC(=O)c1ccc(NC(=O)CSc2nc(=O)n(Cc3ccco3)c3c2CCC3)cc1
7%	-4%	-6%	-15%	4%	-10	-7%	-1%[59 µM]	-2%	COc1ccc2c(c1)CCC/C2=N\NC(=O)c1ccoc1C
34%	1%	-13%	-14%	-7%	-6	2%	2%	-18%	OCCC1CN(Cc2nc3c(s2)CCCC3)CCN1Cc1ccccc1 (configuration not stated)
-8%	-17%	-8%	-13%	0%	-1	6%	u	u	COc1ccccc1OCC(=O)Nc1ccc(S(=O)(=O)Nc2cc(C)on2)cc1
9%	6%	-6%	30%	-2%	-7	-8%	4%[12.7 µM]	-4%	Cc1oc(-c2ccc(F)cc2)nc1CN1CCCC(C(=O)N2CCOCC2)C1 (configuration not stated)
56%[activator]	2%	11%	1%	0%	-2	-21%	12%	-1%	N#Cc1cccc(C#N)c1NCC1CCCO1 (configuration not stated)
38%	2%	-4%	-11%	1%	1	5%	21%[59 µM]	-3%	Cc1cc(C)nc(N/N=C/c2ccccc2)n1
29%	1%	-10%	-41%	27%	0	12%	u	-12%	CC(NC(=O)CCCn1cc([N+](=O)[O-])cn1)c1ccccc1 (configuration not stated)
18%	-2%	-11%	-9%	-4%	6	2%	u	u	COc1cc(C(=O)c2ccccc2Cl)c([N+](=O)[O-])cc1OC
56%[activator]	0%	9%	-23%	-22%	-1	x	62%[activator]	6%	Cc1ccccc1OCC(O)Cn1c2ccccc2c2ccccc21 (configuration not stated)
49%[activator]	-2%	-7%	-21%	23%	20	-7%	0%	0%	COCCNC(=S)N1CCN(c2cccc(C)c2C)CC1

By substructure, those above with a Cl atom
HP1b chromo inh	GLS inhibitor	JMJD2A Tudor inh	RGS4 inhibitor	ALOX12 inh	PI4K2A inh	ERG Ets-DNA blk	G9a inh	BAZ2B block	SMILES
u	-22%	40µM*	u	u	-10	1%	8.9µM*	-27%	CN(C)S(=O)(=O)c1cccc(-c2nnc(SCc3cc(Cl)cc4c3OCOC4)n2N)c1
28%	1%	-6%	u	0%	1	3%	14%	-5%	N#CCCC1CCCC=C1N(Cc1ccccc1)C(=O)C(Cl)Cl (configuration not stated)
35%	4%	-9%	34%	162%[activator]	-3	-4%	16%[59 µM]	0%	COc1cccc(NC(=O)CN(C)C(=O)CCNC(=O)c2ccccc2Cl)c1
38%	0%	-11%	15%	-12%	2	5%	x	x	CCCCN1CC[C@H]2C=CC[C@@H](C(=O)Nc3ccc(Cl)c(C(F)(F)F)c3)[C@H]2C1=O
44%[activator]	19%	-4%	16%	-14%	0	x	21%[59 µM]	0%	Cc1ccc(-c2onc3ccc(Cl)cc23)cc1
18%	-2%	-11%	-9%	-4%	6	2%	u	u	COc1cc(C(=O)c2ccccc2Cl)c([N+](=O)[O-])cc1OC

Screening results as filed in PubChem.
